# PI4K2A inh: blocks human PI4K2A kinase activity. Q9BTU6. purified PI4K2A, ADP-Glo luminescence, 1 h; active compounds read low. activity change, negative = inhibition, % at 76.9 µM. 420,000 compounds, 0.13% hits; in the data active = activity change below about -50%; inconclusive = mostly about -30% to -49%;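 note: -100% = wells without enzyme as full effect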
# Target sequence (Q9BTU6 whole entry, looked up): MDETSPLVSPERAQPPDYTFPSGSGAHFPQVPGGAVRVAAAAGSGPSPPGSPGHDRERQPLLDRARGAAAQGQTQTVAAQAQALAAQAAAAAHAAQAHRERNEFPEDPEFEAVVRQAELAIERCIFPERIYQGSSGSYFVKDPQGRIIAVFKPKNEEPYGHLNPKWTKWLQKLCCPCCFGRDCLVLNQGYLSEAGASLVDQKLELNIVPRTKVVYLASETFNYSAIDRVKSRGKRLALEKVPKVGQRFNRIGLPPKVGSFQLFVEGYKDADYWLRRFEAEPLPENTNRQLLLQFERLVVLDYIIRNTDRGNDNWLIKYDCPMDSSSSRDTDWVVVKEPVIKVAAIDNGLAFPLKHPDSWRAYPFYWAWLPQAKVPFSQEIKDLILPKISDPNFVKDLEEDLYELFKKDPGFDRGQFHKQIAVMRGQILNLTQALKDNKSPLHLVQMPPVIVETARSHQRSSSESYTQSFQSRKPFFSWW
#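 PI4K2A activity was measured by ADP-Glo luminescence: enzyme (4 ug/mL stock) and phosphatidylinositol (1.2 mM stock) in Tris pH 7.5/MgCl2/EGTA/Triton X-100 buffer were reacted with ATP (300 microM stock) for one hour at ambient temperature.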
# Vif-APOBEC3G blk: blocks the Vif interaction with human APOBEC3G | HeLa A3G-eYFP + Vif (tagged APOBEC3G with the HIV-1 protein that degrades it), YFP fluorescence, overnight | Potency, µM (titrated, usually from 46.1 µM), for the others: at the top dose activity, negative = active, hits mostly inhibitors | 410,000 compounds, 0.076% hits;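 note: potency is the fitted concentration of half-maximal effect; % is set by controls: 0 for no effect and ±100 for the full control effect; nearly all actives have a fitted effect of over 60% in size; hits raise eYFP signal because A3G escapes Vif-driven loss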
#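 HeLa cells stably expressing Vif and C-terminally eYFP-tagged A3G, seeded overnight at 37 deg C, then exposed to compound by pintool overnight at 37 deg C. Rise in yellow fluorescence (Ex 488/Em 500-530, Acumen) marks blocked Vif-driven A3G degradation.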
# mIDH1 inhibitor: blocks human mutant IDH1 R132H enzyme; 390,000 compounds, 0.093% hits; Potency, µM (highest dose often 76.6 µM), without a hit: at the top dose activity change, negative = inhibition, hits mostly inhibitors; AID 602179; O75874; IDH1-R132H enzyme, NADPH consumption, diaphorase/resazurin fluorescence; note: potency is the fitted concentration of half-maximal effect; % is set by controls: 0 for no effect and ±100 for the full control effect; nearly all actives have a fitted effect of over 65% in size
#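 IDH1-R132H (0.5 ug/mL dispensed) in pH 7.5 Tris buffer was preincubated 30 min with compound, then given a substrate mix of 0.016 mM NADPH and 2 mM alpha-KG for 80 min at room temperature; remaining NADPH was read by diaphorase/resazurin fluorescence.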
# RXFP1 agonist: RXFP1 (human) receptor agonism; 370,000 compounds, 0.3% hits; AID 2676; Q9HBX9; Potency, µM (series often up to 57.5 µM), inactives show top-dose activation, usual class: activators; HEK293T-RXFP1 cAMP TR-FRET, 30 min; response scale: percent of porcine relaxin response, buffer zero; note: potency is the fitted concentration of half-maximal effect; % is set by controls: 0 for no effect and ±100 for the full control effect; nearly all actives have a fitted effect of over 60% in size; many of its hits are not listed in these tables
#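 cAMP rise read by TR-FRET after 30 min, 37C compound exposure (up to 58 uM) in RXFP1-transfected HEK293 cells with Ro 20174 present. EC50 from Hill-equation fits, with 29 nM porcine relaxin as 100% and buffer as basal.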
# LDHA inh: LDHA (human) enzyme inhibition; P00338; 480,000 compounds, 0.15% hits; activity change, % (values are at about 110 or 230 µM); purified LDHA, NADH/diaphorase-resazurin fluorescence; active compounds read low; in the data active = activity change below about -30%; inconclusive = mostly about -25% to -30%;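 note: plate controls were DMSO wells for no effect and wells without enzyme for full effect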
#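 Enzyme activity of human lactate dehydrogenase 5 (2 nM; 0.06 mM NADH, 0.2 mM pyruvate, 5 min, RT) is measured via a resazurin/diaphorase fluorescence readout of residual NADH.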
# Glioma ERSR ind: inducers of ER stress response in human glioma cells. U87-MG GRP78 promoter luciferase reporter, 16 h. Potency, µM, inactives show at the top dose activation, most hits filed as activators. 420,000 compounds, 0.02% hits. AID 602332; note: potency is the fitted concentration of half-maximal effect; series mostly up to about 76 µM; % of control where 0% means no effect; nearly all actives have a fitted effect of over 35% in size
#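 Stably transfected U87-MG glioma cells carrying a GRP78-based luciferase sensor; 16 h compound incubation. Luminescence end-point read 10 min after Bright-Glo addition at room temperature.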
# Vif-A3F inh: Vif-A3F binding inhibition. 390,000 compounds, 0.2% hits. Potency, µM (top dose mostly 46.1 µM), for the others: top-dose activity, negative = active. AID 602313. HeLa A3F-eYFP + Vif (tagged APOBEC3F with the HIV-1 protein that degrades it), YFP fluorescence increase; note: potency is the fitted concentration of half-maximal effect; % of control where 0% means no effect; nearly all actives have a fitted effect of over 65% in size
#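 Fluorescence increase (Ex 488/Em 500-530) after overnight compound treatment at 37 deg C flags inhibition of Vif-driven A3F-eYFP loss in stable HeLa A3F-eYFP/Vif cells seeded overnight beforehand.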
# TrxR1 substrate: substrates of rat thioredoxin reductase 1 | O89049 | purified TrxR1 substrate turnover, NADPH consumption readout | Potency, µM (titrated, usually from 114 µM), for inactives: top-dose activity change, negative = substrate turnover | 390,000 compounds, 0.01% hits | AID 588456; note: potency is the fitted concentration of half-maximal effect; % is set by controls: 0 for no effect and ±100 for the full control effect; nearly all actives have a fitted effect of over 50% in size
# Target sequence (O89049 whole entry, looked up): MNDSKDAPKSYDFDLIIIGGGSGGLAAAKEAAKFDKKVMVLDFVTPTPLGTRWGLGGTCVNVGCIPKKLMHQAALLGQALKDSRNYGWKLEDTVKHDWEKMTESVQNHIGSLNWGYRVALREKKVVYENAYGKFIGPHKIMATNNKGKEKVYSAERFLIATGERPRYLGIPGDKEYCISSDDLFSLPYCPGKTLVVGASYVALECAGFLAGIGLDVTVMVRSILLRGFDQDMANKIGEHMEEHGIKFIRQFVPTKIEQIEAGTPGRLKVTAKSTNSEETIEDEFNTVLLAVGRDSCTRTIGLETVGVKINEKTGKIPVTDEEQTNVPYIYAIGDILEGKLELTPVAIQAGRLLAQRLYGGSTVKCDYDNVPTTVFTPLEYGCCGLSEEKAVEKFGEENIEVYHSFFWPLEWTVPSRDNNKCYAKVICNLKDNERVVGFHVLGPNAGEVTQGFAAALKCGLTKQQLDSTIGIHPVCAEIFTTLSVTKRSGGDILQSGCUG
#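 Rat TrxR1, dispensed at 90 nM, was prereduced with 400 uM NADPH (final) for 5 min at ~22 deg C, then incubated with compound 15 min before 400 uM selenite. A first-read NADPH fluorescence drop versus no-compound background flagged substrates.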
# USP1 inh: USP1/UAF1 (human) deubiquitinase inhibition. O94782. recombinant USP1/UAF1, Ub-Rhodamine cleavage fluorescence. Potency, µM (highest dose often 57.1 µM), without a hit: top-dose activity change, negative = inhibition, hits mostly inhibitors. 390,000 compounds, 0.23% hits; note: potency is the fitted concentration of half-maximal effect; % is set by controls: 0 for no effect and ±100 for the full control effect; nearly all actives have a fitted effect of over 60% in size; inactives centre near -12
#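 Step one: compound is pinned into 1nM USP1/UAF1 in HEPES pH 7.8 buffer with TCEP. Step two: 15 min room-temperature incubation. Step three: Ub-Rho (150nM final) starts cleavage, tracked by fluorescence over six one-minute reads.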
# The depositor's hits bear a star; ? = inconclusive; · = not tested or not shown; & = joins results of further samples; [ ] = remark or other dose. Unless noted, calls come from the whole dose curve; as a rule, active = well fitted curve in the direction sought with a large enough effect; inconclusive = small, poorly fitted or top-dose-only effect, or another doubt; inactive = no such curve, though single readings can be large; an effect the other way counts as inactive or inconclusive. Not all compounds are listed, so the mix of outcomes need not match the whole.
SMILES,PI4K2A inh,Vif-APOBEC3G blk,mIDH1 inhibitor,RXFP1 agonist,LDHA inh,Glioma ERSR ind,Vif-A3F inh,TrxR1 substrate,USP1 inh
Cn1c(=O)c2nc3ccccc3nc2n(C)c1=O,-6,0%,4%,13%,1,-3%,-3%,14%,-14%
O=C(Nc1cc(Cl)ccc1N1CCOCC1)c1ccc2c(c1)OCO2,1,-1%,2%,·,-3,-1%,1%,·,-24%
Cc1cccc(Nc2nn3c(=O)c4cc5c(cc4nc3s2)OCO5)c1,-2,-1%,-4%,-0.4%,-1,-2%,1%,1%[57.1 µM],-14%
CCC(C)(C)NC(=O)C(c1ccc(C)cc1)N(CC1CCCO1)C(=O)CNC(=O)c1cccs1 (stereo not drawn),-1,2%,4%,-0.2%,-4,-3%,-2%,8%,-8%
Cc1cccc(OCc2nnc(SCC(=O)c3cccs3)n2C)c1C,8,-5%,17%,3.2%,-3,2%,-11%,3%,-4%
Cc1ccc(S(=O)(=O)N2CCN(C(=O)CC(C)n3nc(C)c(Cl)c3C)CC2)cc1 (stereo not drawn),-4,-1%,-6%,-2.1%,-2,-4%,5%,-3%[57.1 µM],3%
COc1ccc(N2CCN(C(=O)c3ccc(Oc4ccc(C(F)(F)F)cn4)cc3)CC2)cc1,-2,5%,10%,-0.3%,12,-3%,6%,-3%,0%
C[C@H](CO)N1C[C@H](C)[C@@H](CN(C)C(=O)NC2CCCCC2)Oc2ccc(NS(=O)(=O)c3cccs3)cc2C1=O,-7,-3%,-6%,·,6,-3%,-3%,-2%,-17%
CCc1cc(=O)oc2c3c(cc(OCC(=O)NCCCCCC(=O)O)c12)OC(C)(C)CC3,-1,0%,-4%,12%,-14,-2%,0%,433%[activator],-19%
OC(C#CCN1CCOCC1)c1cccs1 (stereo not drawn),8,-3%,-1%,0.7%,-6,1%,1%,10%[57.1 µM],-15%
Cc1ccc(OCC(=O)Nc2ccc(C)c(S(=O)(=O)N3CCCCC3)c2)c([N+](=O)[O-])n1,-3,2%,4%,1.9%,-8,-2%,-40%,7%[57.1 µM],-17%
CC(NS(=O)(=O)c1ccc(CCC(=O)N2CCN(C)CC2)cc1)c1ccccc1 (stereo not drawn),1,2%,-7%,-0.1%,-9,-1%,-7%,3%[57.1 µM],-7%
F[B-](F)(F)c1cc2ccccc2s1,-1,-15%,3%[38.3 µM],·,-1,-5%,-5%,4%,-30%
Cc1ccc(SCCNC(=O)c2ccc([N+](=O)[O-])c(C)c2)cc1,0,-1%,-4%,-0.2%,1,-3%,1%,3%,-17%
Cc1ccc(OCC(=O)NNC(=O)CCc2ccccc2)c(Br)c1,-5,-5%,4%,-1.4%,-2,6%,-9%,-8%,-21%
COc1ccc(CN(CC(=O)NC2CCCCC2)C(=O)CCCC(=O)Nc2ccccn2)cc1,-1,-2%,6%,4.3%,-6,0%,0%,0%,-15%
Cc1ccc2nc(N3CCN(c4ccccc4)CC3)c(C=O)c(=O)n2c1,2,2%,0%,4.8%,8,1%,-7%,4%,-19%
Cc1cccc(C(=O)NCc2nnc(SCC(=O)NC3CCCC3)n2C)c1,3,0%,1%,-1.8%,-6,-3%,1%,2%,-5%
COc1cccc(N2CC(C(=O)Nc3c(C(N)=O)oc4ccccc34)CC2=O)c1 (stereo not drawn),-1,1%,3%,-0.1%,-3,-1%,5%,6%[57.1 µM],-25%
CSCCC(NC(=O)c1cccc(C)c1)C(=O)Nc1sccc1C(N)=O (stereo not drawn),4,-1%,-2%,-1.7%,-1,-4%,0%,2%,-22%
CCOc1ccc(NC(=O)CSC2=NCCN2)cc1,-1,0%,-2%,1.1%,-5,-5%,2%,-14%,-2%
CCCCn1c(N)c(N(CCOC)C(=O)C2CCN(c3ncnc4sc(C)c(C)c34)CC2)c(=O)[nH]c1=O,2,-4%,0%,6.3%,0,-2%,-5%,-2%[57.1 µM],-22%
CCC1NC(=O)c2cc3ccccc3cc2-n2c1nc1cc(F)ccc1c2=O (stereo not drawn),-11,2%,-5%,·,-8,-3%,5%,·,?
CCCCOc1ccc(C(C)NC(=O)CCS(=O)(=O)Cc2ccccc2Cl)cc1 (stereo not drawn),-2,-11%,7%,0.8%,0,-3%,7%,-4%[11.4 µM],-11%
O=C(CSc1ccc(-c2ccccc2)nn1)N1CCCCC1,?,0%,0%,0.7%,-1,-7%,-6%,-4%,-1%
Cc1snc(SCc2ccc(Cl)cc2)c1C#N,0,-7%,-6%,-2.3%,-7,3%,-11%,-4%,-17%
CCOC(=O)CSc1nnc(Cc2cc(=O)[nH]c(=O)[nH]2)n1-c1ccc(Cl)cc1,4,1%,8%,1.0%,-5,-1%,-8%,6%[57.1 µM],-6%
COC(=O)c1cc2occc2n1Cc1nc(-c2ccccc2C)oc1C,-1&-1,-4%&1%,-23%&14%,1.2%&1.2%,-3&-6,-2%&-3%,-7%&0%,10%&4%,?
O=C1Nc2c(Br)cc(Br)c3cccc1c23,-2,4%,-6%,3.2%,3,-4%,-10%,-6%,-10%
O=C(CC(c1ccccc1)(c1ccccc1)c1ccccc1)N[C@@H](Cc1ccc(O)cc1)C(=O)O,1,-2%,2%,-1.9%,-5,-4%,-2%,3%,?
COCCN(C(=O)COC(=O)c1cccs1)c1c(N)n(Cc2ccccc2)c(=O)[nH]c1=O,-3,4%,-7%,0.4%,-2,3%,4%,2%,-9%
Cc1c(C(=O)Nc2cccc3cccnc23)oc2ccccc12,0,-8%,0%,-0.3%,-5,4%,-13%,15%,-6%
C=C(C)Cn1c(SCC(=O)O)nnc1-c1ccc(OC)cc1,1,4%,9%,1.9%,2,3%,-5%,2%,-20%
O=C(CCC(=O)OCc1cccc([N+](=O)[O-])c1)Nc1ccc(F)cc1,-4,2%,10%,0.5%,2,-3%,-1%,4%,-17%
CCc1nn2c(=O)c(S(=O)(=O)Nc3ccc(Cl)cc3)c(C)nc2s1,0&-8,-3%&9%,1%&-6%,0.1%&0.8%,-5&2,-3%&-1%,4%&-7%,2%&-6%,-18%&-15%
COc1ccc(CN2CCNC(=O)C2CC(=O)NCc2cn[nH]c2-c2ccccc2)c(F)c1 (stereo not drawn),-2,-7%,-9%,3.9%,1,-3%,2%,3%,-21%
O=C(CCc1cn(Cc2ccccc2Cl)c2ccccc12)NC1CCCCC1,0,2%,-9%,0.5%,-3,2%,3%,-1%,?
Cc1ccc(C(=O)O)cc1NC(=S)NC(=O)c1ccc(-c2ccccc2)cc1,4,1%,-2%,1.1%,?,3%,19%,1%,-10%
O=C(CSCc1ccc([N+](=O)[O-])cc1)NN=C1CCCCCC1,14,2%,3%,-0.6%,-4,-6%,2%,9%[57.1 µM],-9%
Cc1ccccc1OCc1nc2c3cnn(C)c3ncn2n1,-4,0%,7%,0.1%,0,3%,-8%,-4%,-21%
COC(=O)[C@H]1C[C@H](OC(=O)Nc2c(C)noc2C)[C@@]2(O)CN(S(=O)(=O)c3ccc(C)cc3)CC2[C@H]1C(=O)OC (stereo partly drawn),-4,2%,0%,·,-1,-2%,-11%,·,-23%
Cc1cccc(NC(=O)c2cc(=O)c3ccccc3o2)c1,-17,0%,4%,-0.4%,-2&4,-2%,4%,3%[57.1 µM],-11%
CCn1cc(C(=O)OCC(=O)N(C)Cc2ccccc2)c(=O)c2ccc(C)nc21,1,0%,0%,14%,2,-7%,7%,-5%,-9%
Cc1ccc2oc(-c3cccc(NC(=O)c4ccc(N5CCC(C)CC5)c([N+](=O)[O-])c4)c3)nc2c1,-1,1%,0%,0.4%,-10,1%,-1%,-5%,10%
O=C(COc1ccc(F)cc1Br)Nc1ccccc1N1CCCC1,0,0%,8%,·,4,-2%,-13%,·,-22%
COc1cc(/C=N/Nc2ncnc3sc4c(c23)CCC4)ccc1O,-3,-20%,4%,5.3%,-3,11%,?,-1%,-9%
CN(Cc1ccccc1)c1ccc(C(CC(N)=O)NC(=O)c2ccc(Br)cc2)cc1[N+](=O)[O-] (stereo not drawn),-6,-5%,7%,4.3%,1,-5%,-18%,3%,-9%
COCc1[nH]nc2c1C1(CCC3(CC1)OCCO3)C(C#N)=C(N)O2,3,0%,0%,1.0%,3,-5%,-10%,8%,-19%
O=C(O)c1ccc(NC(=O)c2cccc(NC(=O)c3cccs3)c2)cc1,-1,1%,-1%,-2.7%,-14,-4%,3%,2%,-24%
CCN(CC)S(=O)(=O)c1c(OC)cc(C)c(Cl)c1C,2,-6%,5%,0.2%,-5,-4%,-3%,-11%,4%

# Structures from the list above that contain a cyano group:
SMILES,PI4K2A inh,Vif-APOBEC3G blk,mIDH1 inhibitor,RXFP1 agonist,LDHA inh,Glioma ERSR ind,Vif-A3F inh,TrxR1 substrate,USP1 inh
Cc1snc(SCc2ccc(Cl)cc2)c1C#N,0,-7%,-6%,-2.3%,-7,3%,-11%,-4%,-17%
COCc1[nH]nc2c1C1(CCC3(CC1)OCCO3)C(C#N)=C(N)O2,3,0%,0%,1.0%,3,-5%,-10%,8%,-19%

# Screening results from PubChem BioAssay.
